From PubChem BioAssay
NCI-60 one-dose screen, 48 h, at 10 µM unless noted. Numbers give growth in % (100 = growth as untreated, 0 = no growth, -100 = all killed).
A549/ATCC = A549/ATCC NSCLC. 81,000 tested, 3.7% active
UACC-62 = UACC-62 melanoma | 81,000 tested, 5.4% active
HOP-62 = HOP-62 NSCLC; 80,000 tested, 3.9% active
HOP-92 = HOP-92 NSCLC cells | 71,000 tested, 6.3% active | AID 1794738
CCRF-CEM = CCRF-CEM leukemia | AID 1794778 | 77,000 tested, 7% active
RPMI-8226 = RPMI-8226 leukemia cells; 77,000 tested, 7.5% active; AID 1794781
EKVX = EKVX NSCLC; 71,000 tested, 3% active; AID 1794765
M14 = M14 melanoma; 80,000 tested, 6.2% active
Starred values were filed as active, the others as inactive; . = not tested or not shown; & = joins results of further samples. How the source made its calls: active means growth percent below 10; inactive means the rest. Compounds were not picked by outcome (roughly 12% active in at least one column).

SMILES	A549/ATCC	UACC-62	HOP-62	HOP-92	CCRF-CEM	RPMI-8226	EKVX	M14
CCN(C(=O)Nc1ccccc1Cl)c1ccccc1	100	104	111	101	110	107	111	111
O=C1Nc2ccccc2C1(O)c1ccccc1 (configuration not stated)	105	102	109	95	103	105	99	97
Cc1ccc(NC(=S)N2CCCCC2)cc1C	104	96	104	82	111	103	.	96
CCCSc1nc2ccc(C)cc2cc1/C=N/O	86	71	91	67	87	84	75	96
CCN1CC(=O)N(/N=C2\C(=O)Nc3ccccc32)C1=S	99	76	87	88	102	96	81	86
C/C(=N\NC(=O)CSc1nc2ccccc2c(=O)n1CCc1ccc(S(N)(=O)=O)cc1)c1ccccn1	21	19	25	68	21	31	30	18
Nc1nc(Nc2ccccc2)nn1Cc1ccc(F)cc1F	103	98	100	124	104	111	93	108
CCOC(=O)NN1CC(O)=C(c2nc(-c3ccc(Br)cc3)cs2)C1=N	88	110	106	97	86	115	104	156
CC1Cc2c(ncn3c(-c4ccc(Cl)cc4)nnc23)N(C)c2ccccc21 (configuration not stated)	89	98	93	67	94	.	99	98
Cc1ccc(-c2noc(-c3ccc4c(c3)OCCO4)n2)cc1	85	65	103	95	99	83	83	92
CCCCCCCCCCOc1cc2c(=O)c(C(=O)OCC)c[nH]c2cc1OCC	90	89&97	93&76	116&77	80&115	80&127	102&87	103&105
Cc1nn(-c2ccccc2)c2c1N=c1s/c(=C\c3ccc(C(F)(F)F)cc3)c(=O)n1CN2	5.7*	59	88	56	38	16	59	69
CC(=O)OC(C)(C)C#CC(C)(C)OC(C)=O	102	114	104	.	92	100	.	105
CC1=NN(c2nc(-c3ccco3)c(C#N)c(=O)n2C)C(=O)C1N=Nc1ccc(S(N)(=O)=O)cc1 (configuration not stated)	104	99	98	84	85	80	93	122
N#Cc1c2c(nn(-c3cccc(Cl)c3)c1=O)C(O)=C([N+](=O)[O-])C(c1ccoc1)C2 (configuration not stated)	96	79	90	87	81	79	93	88
CCOC(=O)c1cnn(CC(C)O)c1NC(=O)NCc1cccc(C(F)(F)F)c1 (configuration not stated)	94	86	90	70	81	79	98	87
COc1ccc(-c2cc(-c3cccnc3)nc3sc4c(N)ncnc4c23)cc1OC	97	107	118	104	.	103	114	88
CCOC(=O)CCN1CCN(c2ccccc2)CC1	99	109	111	.	123	113	103	101
O=c1oc2ccccc2cc1C1=NN(c2ccccc2)C(c2cn(-c3ccccc3)nc2-c2ccc(Cl)cc2)C1 (configuration not stated)	103	85	89	83	100	114	86	89
C(COC1CC2CC1C1C2CC2OC21)OC1CC2CC1C1C2CC2OC21 (configuration not stated)	87	90	109	93	94	95	95	110
O=C(O)CN(CC(=O)O)Cc1ccccc1	95&95	98&102	95&88	82&106	107&100	105&102	.	119&96
Nc1cc(F)ccc1NC(=O)c1ccc(CNC(=O)/C=C2\NC(=O)c3ccccc32)cc1	88	42	70	41	16	40	88	71
O=C1C=C(NCCN2CCCC2)C(=O)c2c(OCc3ccccc3)cccc21	75	91	82	71	78	78	.	95
Cn1c(=O)c2c(nc(CCc3nc4c(c(=O)n(C)c(=O)n4C)n3C)n2C)n(C)c1=O	94	.	105	78	20	95	117	104
COc1cccc(O)c1/C=C(/C)c1ccc2c(OC)cccc2[o+]1	107	94	93	104	106	109	97	.

3 entries already listed, sorted by count of non-hydrogen atoms, rising.
SMILES	A549/ATCC	UACC-62	HOP-62	HOP-92	CCRF-CEM	RPMI-8226	EKVX	M14
CCCCCCCCCCOc1cc2c(=O)c(C(=O)OCC)c[nH]c2cc1OCC	90	89&97	93&76	116&77	80&115	80&127	102&87	103&105
Nc1cc(F)ccc1NC(=O)c1ccc(CNC(=O)/C=C2\NC(=O)c3ccccc32)cc1	88	42	70	41	16	40	88	71
CC1=NN(c2nc(-c3ccco3)c(C#N)c(=O)n2C)C(=O)C1N=Nc1ccc(S(N)(=O)=O)cc1 (configuration not stated)	104	99	98	84	85	80	93	122

The listing continues.
SMILES	A549/ATCC	UACC-62	HOP-62	HOP-92	CCRF-CEM	RPMI-8226	EKVX	M14
C1CCC(CCCC2CCCCC2)CC1	91	95	98	88	102	103	96	117
CC1(c2ccccc2)NC(=O)N(NC(=O)CSc2nc(-c3cccs3)nc3ccccc23)C1=O (configuration not stated)	79	69	89	77	.	73	93	109
COc1ccccc1Cn1cc2c(c1-c1cc(OC)c(OC)c(OC)c1)CCCc1cnoc1-2	80	70	96	60	80	69	74	88
O=C(Cn1c(-c2ccccc2)nc2ccccc21)N=Nc1c(O)[nH]c2ccc(Br)cc12	8.5*	-40*	-68*	-61*	33	22	-23*	5.9*
CC(C)CSc1nc(N)nc2c1ncn2C1OC(CO)C(O)C1O (configuration not stated)	102	93	95	147	102	103	93	116
O=C(CNc1nc(-c2cccc([N+](=O)[O-])c2)cs1)Nc1ccc(Cl)cc1[N+](=O)[O-]	103	96	99	137	.	118	102	.
COc1cccc2c(OC)cccc12	107	100	97	74	102	103	99	93
O=P(O)(c1ccccc1)c1ccccc1	89	88	99	.	98	100	106	106
CC(C)(C)c1[nH]nc2c1C(c1cc3ccccc3[nH]c1=O)Nc1cc(C(=O)Nc3ccc(Cl)cc3)ccc1N2 (configuration not stated)	90	73	84	86	.	43	.	53
CS(=O)(=O)c1cnnc2ccccc12	95	85	97	94	96	105	106	86
CC(=O)Oc1csc(N(C(C)=O)c2cc(C(=O)O)cc(C(=O)O)c2)n1	97	94	99	47	1.7*	43	76	84
COc1ccc2c(c1)N(CCO)C1=C(C(=O)CC(C)(C)C1)C2c1ccccc1 (configuration not stated)	99	89	87	95	103	105	101	101
COc1cc(CCN=Cc2cccc(OC)c2O)c([N+](=O)[O-])cc1OC	102	104	92	.	.	92	.	104
CN(C)CC(O)c1ccc2cc(Br)c3ccccc3c2c1 (configuration not stated)	57	-65*	62	.	58	56	58	47
COc1cc(C(=O)n2cc(-c3ccccc3)c(N)n2)cc(OC)c1OC	85	91	85	85	101	75	90	93
CCCCN(CCCC)CC(C)(O)c1cc(-c2ccc(Cl)cc2)nc2c(C)cc(C)cc12 (configuration not stated)	98	92	106	78	110	95	113	99
COc1ccc(S(=O)(=O)N2CCOCC2)cc1N	93	94	111	101	95	100	117	102
C=C(C)[C@@H]1CC[C@]2(C(=O)O)CC[C@]3(C)[C@H](CC[C@@H]4[C@@]5(C)CC[C@H](NC(=O)C(Cl)Cl)C(C)(C)[C@@H]5CC[C@]43C)[C@@H]12	48	72	98	.	78	63	59	81
Fc1cccc(F)c1C#Cc1ccc2cccnc2c1	83	71	90	82	84	70	69	96
COc1cc(/C=C/c2nc3ccccc3nc2NNC(=O)Nc2cccc(Cl)c2)ccc1O	100	76	83	78	81	70	73	101
COc1cc2ncnc(Oc3ccc(NC(=O)Nc4ccc(Cl)c(C(F)(F)F)c4)c4ccccc34)c2cc1OC	83	94	84	98	103	99	104	86
Cn1cc(-c2cc3ncnc(Nc4ccc(CC(=O)Nc5ccc(C(C)(C)C)cc5)cc4)c3s2)cn1	98	101	125	132	100	103	93	102
NCc1ccccc1CC(=O)NC1C(=O)N2C(C(=O)O)=C(CSc3nnnn3CC(=O)O)CSC12 (configuration not stated)	97	108	107	.	91	102	106	102
COc1cc(C2N=C(N)N=C(N)N2c2ccc(S(N)(=O)=O)cc2)cc(OC)c1OC (configuration not stated)	105	110	88	100	93	98	.	97
CC(C)/C=C/C(C)C(=O)CC(=O)OC(C)C (configuration not stated)	101	109	94	94	96	112	109	105
SMILES	A549/ATCC	UACC-62	HOP-62	HOP-92	CCRF-CEM	RPMI-8226	EKVX	M14
Cc1nn(-c2ccccc2)c2[nH]c(-c3ccc(Cl)cc3)c(C3C(=O)Nc4ccc(Cl)cc43)c12 (configuration not stated)	51	66	96	.	49	56	.	74
O=S(=O)(O)/C=C/c1ccccc1	75	97	96	.	.	128	91	100
CCCCCCOCCCN1C(=O)c2ccccc2C1=O	106	99	98	115	119	115	92	84
Cc1cc(C)n(Cc2cc(C(C)(C)C)cc(C(C)(C)C)c2)c(=O)c1C#N	98	73	96	86	88	94	75	90
C/C(=N\NC(=O)c1ccc(C(C)(C)C)cc1)c1ccc(O)cc1O	21	14	21	59	15	29	22	23
O=C1CCC(=O)N1Cl	100	108	99	85	102	110	124	109
Cc1ccc(S(=O)(=O)n2cc(-c3csc(-c4cn(C)c5ncccc45)n3)c3ccccc32)cc1	42	58	52	36	37	71	.	34
COc1ccc(/C=C2\Oc3cc(OCC(=O)c4ccc([N+](=O)[O-])cc4)ccc3C2=O)cc1	88	81	107	90	204	269	110	109
Cc1cccc(C)c1NC(N)=O	106	113	111	117	.	97	98	108
O=C1OC(c2ccc(F)cc2)CC1CN1CCOCC1 (configuration not stated)	100	110	101	94	.	76	.	104
COc1cc(OC)c(S(=O)(=O)NNC(=O)c2ccncc2)cc1C1=NN(C(N)=S)C(c2ccc(Cl)cc2)C1 (configuration not stated)	106	98	104	94	107	106	105	105
CC1(C)CCC(S(=O)(=O)c2ccc3c(c2)/C(=N\O)c2cc(S(=O)(=O)N4CCC(O)(c5cccc(C(F)(F)F)c5)CC4)ccc2-3)CC1	-84*	-85*	-92*	-36*	-58*	-53*	-33*	-75*
O=C(Nc1ccccc1C1=NCCN1)Nc1ccccc1C1=NCCN1	101	92	95	97	101	97	76	98
O=C(/C=C/c1ccccc1)N[C@@H](CO)Cc1ccc(O)cc1	.	108	99	98	.	88	.	110
O=C(CSc1nc2ccccc2c(=O)n1-c1ccc(Cl)cc1)N/N=C/c1ccc(Oc2ccc(Cl)cc2)cc1	16	0.4*	33	2.6*	-2.7*	25	41	-39*
N#C/C(=C\c1cccc(F)c1)C(=O)c1ccccc1	101	102	104	83	99	100	105	107
CC[C@@H]1C(=O)N(C)c2cnc(Nc3ccc(C(=O)NC4CCN(C)CC4)cc3OC)nc2N1C1CCCC1	3.3*	12	-20*	7.6*	-0.2*	-41*	32	-26*
COc1ccc(C2SCC(=O)N2NC(=O)CCC(=O)c2nc3ncccc3[nH]2)cc1OC (configuration not stated)	93	101	92	101	118	86	77	101
Cc1nc(N)nc(N)c1-c1ccc(Cl)c(Cl)c1	102	98	99	89	97	113	192	100

Of the compounds above, these have an aryl methoxy group:
SMILES	A549/ATCC	UACC-62	HOP-62	HOP-92	CCRF-CEM	RPMI-8226	EKVX	M14
COc1ccc(-c2cc(-c3cccnc3)nc3sc4c(N)ncnc4c23)cc1OC	97	107	118	104	.	103	114	88
COc1cccc(O)c1/C=C(/C)c1ccc2c(OC)cccc2[o+]1	107	94	93	104	106	109	97	.
COc1ccccc1Cn1cc2c(c1-c1cc(OC)c(OC)c(OC)c1)CCCc1cnoc1-2	80	70	96	60	80	69	74	88
COc1cccc2c(OC)cccc12	107	100	97	74	102	103	99	93
COc1ccc2c(c1)N(CCO)C1=C(C(=O)CC(C)(C)C1)C2c1ccccc1 (configuration not stated)	99	89	87	95	103	105	101	101
COc1cc(CCN=Cc2cccc(OC)c2O)c([N+](=O)[O-])cc1OC	102	104	92	.	.	92	.	104
COc1cc(C(=O)n2cc(-c3ccccc3)c(N)n2)cc(OC)c1OC	85	91	85	85	101	75	90	93
COc1ccc(S(=O)(=O)N2CCOCC2)cc1N	93	94	111	101	95	100	117	102
COc1cc(/C=C/c2nc3ccccc3nc2NNC(=O)Nc2cccc(Cl)c2)ccc1O	100	76	83	78	81	70	73	101
COc1cc2ncnc(Oc3ccc(NC(=O)Nc4ccc(Cl)c(C(F)(F)F)c4)c4ccccc34)c2cc1OC	83	94	84	98	103	99	104	86
COc1cc(C2N=C(N)N=C(N)N2c2ccc(S(N)(=O)=O)cc2)cc(OC)c1OC (configuration not stated)	105	110	88	100	93	98	.	97
COc1ccc(/C=C2\Oc3cc(OCC(=O)c4ccc([N+](=O)[O-])cc4)ccc3C2=O)cc1	88	81	107	90	204	269	110	109
COc1cc(OC)c(S(=O)(=O)NNC(=O)c2ccncc2)cc1C1=NN(C(N)=S)C(c2ccc(Cl)cc2)C1 (configuration not stated)	106	98	104	94	107	106	105	105
CC[C@@H]1C(=O)N(C)c2cnc(Nc3ccc(C(=O)NC4CCN(C)CC4)cc3OC)nc2N1C1CCCC1	3.3*	12	-20*	7.6*	-0.2*	-41*	32	-26*
COc1ccc(C2SCC(=O)N2NC(=O)CCC(=O)c2nc3ncccc3[nH]2)cc1OC (configuration not stated)	93	101	92	101	118	86	77	101
